CXXC DNA block = MLL CXXC-DNA interaction inhibition; Q03164; Potency, µM (highest dose often 115 µM), without a hit: at the highest dose activity change, negative = inhibition, actives largely listed as inhibitors; AID 2662; MLL-CXXC / FITC-HOXA9 DNA fluorescence polarization; 0.037% of 290,000 active; active = well fitted inhibition curve with a large enough effect in the polarisation, with a control signal flat, not every such curve was filed as active; inconclusive = small, poorly fitted or top-dose-only effect, or effect the other way, or a change in a side signal; inactive = no such curve, though single readings can be large or run the other way; the % refers to the polarisation; note: potency is the fitted concentration of half-maximal effect
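Purified MLL-CXXC (added from a 7 uM solution) was preincubated 5 min at ambient with pinned compounds in 50 mM Tris-HCl pH 7.5, 50 mM NaCl, 1 mM DTT, 0.05% BSA. Fluorescein-labeled HOX-A9 DNA (50 nM solution) followed, 30 min, then polarization read.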
TCR act = activates T cell receptor signaling; primary human leukocytes, anti-CD3, IL-2 HTRF, 48 h; Potency, µM (doses to about 9.22 µM), for the others: top-dose activation of IL-2 secretion, most hits filed as activators; 330,000 tested, under 10 active; AID 504894; note: % of control where 0% means no effect
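IL-2 release read by HTRF sandwich (Eu cryptate donor, d2 acceptor, 665 nm emission) after 48 hr exposure of primary human leukocytes to compound together with anti-CD3 beads in the absence of co-stimulatory signals.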
PTAP TSG101 blk = blocks PTAP/TSG101 interaction to inhibit HIV-1 budding. Fluorescence polarization, FITC-PTAP peptide / Tsg101 binding. Potency, µM (series often up to 115 µM), for the others: top-dose activity change, negative = inhibition, actives largely listed as inhibitors. 340,000 tested, under 10 active. AID 493005; active = well fitted inhibition curve with a large enough effect in the main read-out, with a control signal flat, not every such curve was filed as active; inconclusive = small, poorly fitted or top-dose-only effect, or effect the other way, or a change in a side signal; inactive = no such curve, though single readings can be large or run the other way; note: potency is the fitted concentration of half-maximal effect; % of control where 0% means no effect
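Tsg101 binding domain (10 uM final) was mixed with compound and a FITC-labeled PTAP peptide (50 nM final) in HEPES pH 7.5 buffer with NaCl, Tween 20, EDTA and TCEP; fluorescence polarization was read after 20 min at r.t.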
ASM inhibitor = blocks human secretory acid sphingomyelinase. placental ASM, HMU-PC fluorogenic substrate, 60 min. Potency, µM (highest dose often 57.5 µM), for the others: at the top dose activity change, negative = inhibition, actives largely listed as inhibitors. P17405. 0.006% of 340,000 active; note: potency is the fitted concentration of half-maximal effect
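Fluorogenic HMU-PC substrate (9 uM final) is turned over by placental ASM in 60 min at 37 C after a 10 min compound preincubation. Reaction ended by alkaline stop (pH 10), with fluorescence read at 386/447 nm.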
TSHR antagonist = blocks TSH signaling through the human TSH receptor | activity change, negative = inhibition, % at 11.5 µM | 0.2% of 330,000 active | TSHR-expressing cells, TSH-stimulated cAMP HTRF, 2 h; stronger effect = lower value;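 active = activity change below a set negative limit, meaning inhibition stronger than a set level, cut at about -70% in these data; inconclusive = activity change between two set negative limits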; note: % is set by controls: 0 for no effect and ±100 for the full control effect
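TSHR-expressing cells were treated with compounds, then stimulated with TSH at EC80 (4nM final) for 2 hours at 37 deg C. Cellular cAMP was measured by HTRF competition between lysate cAMP and cAMP-d2 for a cryptate-labelled anti-cAMP antibody.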
Menin-MLL TR inh = menin-MLL binding inhibition, Texas Red mutant peptide. Menin + Texas Red MLL mutant peptide, fluorescence polarization. Potency, µM (doses to about 61.6 µM), inactives show at the highest dose FP activity change, negative = inhibition, actives largely listed as inhibitors. 0.23% of 270,000 active. AID 1768; active = well fitted inhibition curve with a large enough effect in the polarisation, with a control signal flat, not every such curve was filed as active; inconclusive = small, poorly fitted or top-dose-only effect, or effect the other way, or a change in a side signal; inactive = no such curve, though single readings can be large or run the other way; the % refers to the polarisation; note: potency is the fitted concentration of half-maximal effect; % of control where 0% means no effect; many of its hits are not listed in these tables
Target sequence (O00255 whole entry, looked up): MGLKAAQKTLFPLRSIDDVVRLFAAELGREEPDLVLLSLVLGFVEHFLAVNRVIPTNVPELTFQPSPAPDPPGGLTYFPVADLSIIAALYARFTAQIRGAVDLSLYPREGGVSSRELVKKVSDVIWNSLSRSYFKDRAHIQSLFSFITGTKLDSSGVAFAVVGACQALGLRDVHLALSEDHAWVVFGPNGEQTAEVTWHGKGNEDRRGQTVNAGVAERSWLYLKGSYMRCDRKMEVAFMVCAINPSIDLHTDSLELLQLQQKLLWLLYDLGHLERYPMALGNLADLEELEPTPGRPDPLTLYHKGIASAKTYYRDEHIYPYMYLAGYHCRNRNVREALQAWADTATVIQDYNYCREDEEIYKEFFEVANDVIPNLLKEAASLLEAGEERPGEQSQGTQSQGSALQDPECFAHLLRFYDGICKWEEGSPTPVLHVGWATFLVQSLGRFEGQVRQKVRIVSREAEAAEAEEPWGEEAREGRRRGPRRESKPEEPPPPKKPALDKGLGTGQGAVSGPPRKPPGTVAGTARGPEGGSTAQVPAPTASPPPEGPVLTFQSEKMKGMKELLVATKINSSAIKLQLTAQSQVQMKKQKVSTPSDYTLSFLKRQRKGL
AT treatment = candidate therapy for ataxia-telangiectasia | Potency, µM (top dose mostly 57.5 µM), without a hit: top-dose activation, hits mostly activators | […] A-T fibroblasts, KAP-1 phosphorylation AlphaLISA; neocarzinostatin DNA damage 30 min before lysis | 0.19% of 320,000 active | AID 485349; note: potency is the fitted concentration of half-maximal effect; % of control where 0% means no effect; nearly all actives have a fitted effect of over 45% in size
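hTERT-immortalized A-T patient fibroblasts ([…]), 500 cells/well in OPTI-MEM, 1% FBS, got compounds for 60 min, then NCS for 30 min at 37C. Lysates were then assayed for phospho-KAP-1 by AlphaLISA (anti-pKAP1 donor, anti-KAP1 acceptor beads), 6 hr at 25C.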
MBNL1-CUG inh = blocks human MBNL1 binding to CUG repeat RNA; Potency, µM (top dose mostly 57.5 µM), for inactives: at the top dose activity change, negative = inhibition, actives largely listed as inhibitors; 0.036% of 280,000 active; TR-FRET MBNL1-His/biotin-(CUG)12 binding, 665/545 ratio; AID 2675; Q9NR56; active = well fitted inhibition curve with a large enough effect in the signal ratio, with a control signal flat, not every such curve was filed as active; inconclusive = small, poorly fitted or top-dose-only effect, or effect the other way, or a change in a side signal; inactive = no such curve, though single readings can be large or run the other way; the % refers to the signal ratio; note: potency is the fitted concentration of half-maximal effect; % is set by controls: 0 for no effect and ±100 for the full control effect
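His-tagged MBNL1 binding to biotinylated (CUG)12 RNA was measured by TR-FRET using terbium anti-His antibody (0.055 ng/ul final) and streptavidin-XL665 (5 nM final). Compounds were titrated 92 nM to 58 uM; 60 min at room temperature.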
Mito fusion act = blocks mitochondrial division or promotes mitochondrial fusion; S. cerevisiae fusion-defective mutant growth rescue, CellTiterGlo 48 h; Potency, µM (series often up to 46.1 µM), without a hit: at the highest dose growth rescue (activation), actives largely listed as activators; 0.23% of 320,000 active; AID 485298;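 note: potency is the fitted concentration of half-maximal effect; % of control where 0% means no effect; nearly all actives have a fitted effect of over 45% in size; temperature-sensitive fusion mutants such as fzo1-1 at 37 °C on non-fermentable ethanol glycerol medium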
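S. cerevisiae fusion-defective temperature-sensitive mutants (e.g. fzo1-1, mgm1-5) grown 48 h at 37C in YPEG (ethanol/glycerol non-fermentable) medium with 23 nl compound per well; growth rescue read as CellTiterGlo luminescence.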
The depositor's hits bear a star; u = inconclusive; & = joins results of further samples. Unless noted, calls come from the whole dose curve; as a rule, active = well fitted curve in the direction sought with a large enough effect; inconclusive = small, poorly fitted or top-dose-only effect, or another doubt; inactive = no such curve, though single readings can be large; an effect the other way counts as inactive or inconclusive. Only part of the results is shown (hit frequency here may not be typical).

SMILES	CXXC DNA block	TCR act	PTAP TSG101 blk	ASM inhibitor	TSHR antagonist	Menin-MLL TR inh	AT treatment	MBNL1-CUG inh	Mito fusion act
O=C(CCN1CCN(CCO)CC1)N1c2ccccc2Sc2ccc(C(F)(F)F)cc21	4.2%&6.6%	14.5%	1.4%	5.7%	-6.3	u	-8.8%	5.6%	-4.4%
